Screening data deposited in PubChem by The Scripps Research Institute Molecular Screening Center.
GPR151 activ: activates the human receptor GPR151. PathHunter beta-arrestin GPR151 cells, luminescence. activation, % at 11.2 µM. Q8TDV0. hit rate 1% among 650,000. AID 1508602; in the data active = activation above about 4.9%;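 note: 0% = median of compound wells and 100% = cells with positive control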
Target sequence (Q8TDV0 whole entry, looked up): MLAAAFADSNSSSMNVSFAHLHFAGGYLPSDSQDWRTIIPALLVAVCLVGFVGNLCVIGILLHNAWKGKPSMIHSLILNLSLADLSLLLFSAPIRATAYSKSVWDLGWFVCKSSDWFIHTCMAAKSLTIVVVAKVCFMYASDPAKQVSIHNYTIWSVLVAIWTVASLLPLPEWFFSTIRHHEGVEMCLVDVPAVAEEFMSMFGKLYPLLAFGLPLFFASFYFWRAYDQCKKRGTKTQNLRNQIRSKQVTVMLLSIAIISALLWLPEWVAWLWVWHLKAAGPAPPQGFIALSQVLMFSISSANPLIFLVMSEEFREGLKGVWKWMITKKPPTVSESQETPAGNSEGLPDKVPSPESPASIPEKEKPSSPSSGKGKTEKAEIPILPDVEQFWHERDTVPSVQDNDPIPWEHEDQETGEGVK
TEAD-YAP block: TEAD-YAP interaction inhibition; HEK-TIYL cells, TEAD-Gal4/YAP UAS-luciferase luminescence; inhibition, % at 9.12 µM; hit rate 1.4% among 640,000; AID 1259422; in the data active = inhibition above about 32%;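 note: 0% = median of test compound wells and 100% = reference inhibitor wells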
FBW7 activator: human FBW7 E3 ligase activation, primary screen; Q969H0; AlphaScreen FBW7–phospho-cyclin E peptide binding, activator screen; normalized activity (activation), % at 26.1 µM; hit rate 0.13% among 650,000; AID 1259310; in the data active = normalized activity above about 1.9%;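 note: purified mutant Fbw7 with reduced substrate affinity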
MITF primary: human MITF inhibition, primary screen; AlphaScreen MITF homodimerization, bead proximity signal; inhibition, % at 2.6 µM; hit rate 0.91% among 650,000; AID 1259374; in the data active = inhibition above about 50%;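 note: 0% = vehicle wells with protein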
Target sequence (O75030 whole entry, looked up): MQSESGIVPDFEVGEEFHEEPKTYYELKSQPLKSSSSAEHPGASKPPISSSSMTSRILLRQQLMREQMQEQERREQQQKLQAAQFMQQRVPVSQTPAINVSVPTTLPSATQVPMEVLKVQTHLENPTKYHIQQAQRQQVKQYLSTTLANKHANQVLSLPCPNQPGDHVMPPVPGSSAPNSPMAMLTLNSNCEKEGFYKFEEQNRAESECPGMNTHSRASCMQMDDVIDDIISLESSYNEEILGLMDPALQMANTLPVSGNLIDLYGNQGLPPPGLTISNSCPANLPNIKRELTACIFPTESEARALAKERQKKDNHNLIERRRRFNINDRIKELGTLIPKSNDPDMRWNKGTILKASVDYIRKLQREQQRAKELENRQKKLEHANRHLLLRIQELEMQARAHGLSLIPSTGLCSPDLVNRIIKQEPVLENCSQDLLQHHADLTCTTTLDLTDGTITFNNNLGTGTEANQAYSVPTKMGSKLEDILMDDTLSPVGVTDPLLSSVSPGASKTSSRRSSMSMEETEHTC
The depositor's hits bear a star.

SMILES | GPR151 activ | TEAD-YAP block | FBW7 activator | MITF primary
O=C(CCCCCn1c(=S)[nH]c2ccc(Br)cc2c1=O)NCCc1c[nH]c2ccccc12 | 0.0 | 6 | 0.0 | -30
Cc1cccc(NC(=O)c2cccnc2)n1 | -0.4 | 8 | 0.0 | 14
Cc1cccc(NC2(C(F)(F)F)N=C3SCCN3C2=O)n1 (centres undefined) | -1.3 | -7 | 0.2 | 80*
Cc1ccc(NC(=O)/C(CN(C)C)=N\O)cc1 | -1.8 | -34 | 0.1 | 8
O=C(Nc1ccc(C(=O)N2CCOCC2)cc1)c1ncoc1-c1ccc2ccccc2c1 | 0.4 | -2 | 0.3 | 5
Cc1cc(C(F)(F)F)c2c(N)c(C(=O)Nc3ccc(I)cc3)sc2n1 | 0.5 | 9 | 0.0 | 6
Cc1cc(C)cc(NC(=O)CCN(C)Cc2ccccc2)c1 | -0.4 | 5 | -0.1 | 0
COc1cc(C=O)ccc1OCCOCCOc1ccccc1OC(C)C | 1.8 | 14 | 0.1 | 6
COc1cccc(-c2nc3ccccc3c(=O)n2NC(=O)c2c(OC)cccc2OC)c1 | -1.0 | 9 | 0.2 | -2
COc1ccccc1C(=O)NCc1cccs1 | 0.6 | 0 | -0.1 | -12
O=C(CCSCCc1ccccn1)N1CCc2ccccc21 | -1.7 | 3 | 0.1 | 7
CC(=O)OCC(=O)[C@@]1(O)CCC2C3CCC4=CC(=O)CC[C@]4(C)C3[C@@H](O)C[C@@]21C (some centres undefined) | -1.2 | -14 | 0.0 | -4
CSc1nc(C)c2c(n1)OC(CBr)C2 (centres undefined) | 5.0* | 1 | -0.3 | 0
Cc1cc2nn(-c3ccc(Cl)cc3)nc2cc1NC(=O)c1ccccc1[N+](=O)[O-] | -1.4 | -49 | 0.8 | 6
COc1cc2nc(CN3CCC[C@H]3C(N)=O)nc(N3CCCC3)c2cc1OC | 0.8 | 0 | 0.2 | 16
CCc1ccc(-n2c(=S)sc3c(=O)n(-c4ccccc4OC)c(SCC(=O)NCc4ccccc4)nc32)cc1 | 1.1 | -9 | 0.1 | 5
COc1ccc(NC(=O)c2cnccn2)cc1F | -3.2 | -57 | -0.2 | -8
CC(=O)c1ccc(Oc2ccc(N)cc2)cc1 | -1.3 | -9 | 0.1 | -11
CC1CCCCN1C(=O)c1cc(-c2ccc(Cl)cc2)on1 (centres undefined) | -0.4 | -31 | -0.1 | 2
O=C(COC(=O)Cc1ccsc1)Nc1ccc2c(c1)CCC2 | -0.7 | 3 | 0.1 | 2
O=C(CSc1nncc(=O)[nH]1)Nc1ccc(F)cc1F | 1.6 | 11 | -0.1 | 1
Cn1c(NN)nc2c1c(=O)n(Cc1ccccc1)c(=O)n2C | 0.2 | 1 | 0.2 | 11
COCCCN1C(=O)c2ccccc2CC1(C)C(=O)NC1CCCCCCC1 (centres undefined) | 1.5 | 2 | 0.2 | 2
CCOCCOC(=O)C(C)Oc1ccc2c(=O)c(-c3ccccc3OC)c(C(F)(F)F)oc2c1 (centres undefined) | 0.8 | 7 | 0.3 | 17
CN(CC(=O)N1CCc2ccccc2C1)S(=O)(=O)c1cnc[nH]1 | -0.2 | 4 | 0.0 | -12
CCOC(=O)C1=C(c2ccccc2)Nc2ncnn2C1c1ccc(OCC)c(OC)c1 (centres undefined) | -0.8 | 4 | 0.0 | 13
O=C(Cc1ccccc1)Nc1nc2c(Cl)cccc2s1 | -1.0 | -8 | -0.1 | 15
CCOc1ccccc1-n1c(-c2cccc([N+](=O)[O-])c2)n[nH]c1=S | 2.3 | 4 | -0.1 | 3
CC1=C(C(=O)OCCOC(C)C)C(c2cccs2)C2=C(CC(c3cccs3)CC2=O)N1 (centres undefined) | -0.3 | 13 | -0.2 | -4
NC(=O)CSc1nc2ccccc2n1CCOc1ccccc1 | 0.6 | 6 | 0.2 | 2
CCn1cc(C(=O)n2ccnc2)c(=O)c2cc(S(=O)(=O)N3CCOCC3)ccc21 | -1.0 | 7 | 0.0 | 41
Cc1ccc(CN2CCN(Cc3cc(C)[nH]n3)CC2CCO)cc1 (centres undefined) | -0.7 | 5 | -0.1 | -6
O=C(Nc1cnn(Cc2ccc(Cl)cc2)c1)c1ccccc1 | 1.3 | 12 | 0.6 | 17
Cc1sc2nc(COC(=O)c3ccc(Cl)nc3)[nH]c(=O)c2c1C | 0.9 | -10 | 0.0 | -9
COc1ccc(CSc2nnc(C)n2N)cc1 | -1.3 | -5 | 0.2 | -1
CCCCCSc1nnc2c(n1)OC(c1cc(OC)c(O)c(OC)c1)Nc1ccccc1-2 (centres undefined) | 0.4 | -2 | -0.1 | 1
CCOc1ccc(/C=N/NC(=O)CSc2ccccn2)cc1O | 3.2 | 14 | -0.1 | -6
Cn1cc(CNC(=O)c2ccc([N+](=O)[O-])cc2)cn1 | -1.1 | 1 | 0.0 | -9
O=C1CCCN1CCCNc1cc(NC2CCC(O)CC2)ncn1 (centres undefined) | 2.9 | -4 | 0.0 | 8
CC1CCN(C(=O)CSc2cn(Cc3ccc(Cl)cc3)c3ccccc23)CC1 | 0.8 | 13 | -0.1 | 4
CCOc1ccc2c(=O)c(-c3ccc(OC)cc3)c(C)oc2c1 | 0.0 | -4 | 0.0 | -4
COc1cc2[nH]c(=S)n(CCC(=O)N3CCC4(CC3)OCCO4)c(=O)c2cc1OC | -0.6 | 0 | 0.0 | 19
COc1ccccc1CNC(=O)Cc1ccc(F)cc1 | 1.3 | -32 | 0.0 | 2
CS(=O)(=O)c1ccc(N(Cc2ccccn2)C(=O)c2ccc(C(F)(F)F)cc2)cc1 | -0.4 | -2 | -0.2 | 6
COc1cc(C2CC(=O)n3nc(-c4ccccc4)nc3S2)cc(OC)c1OC (centres undefined) | -0.1 | 18 | 0.5 | 12
CC1CCCC(NC(=O)C2N(CCN3CCCCC3)C(=O)C3C(C(=O)Nc4cccc(Cl)c4)C4C=CC32O4)C1C (centres undefined) | 0.1 | 2 | -0.1 | -5
COc1ccccc1CNc1nnnn1-c1ccccc1 | -1.4 | 6 | 0.1 | 8
c1ccc(-c2nc(C34CC5CCC(CC(C5)C3)C4)cs2)cc1 | -0.8 | -9 | -0.1 | -9
CCOc1ccc(-n2c(CNC(=O)c3ccc(S(=O)(=O)N(C)C)cc3)nnc2SCC(=O)Nc2cccc(C)c2)cc1 | 0.0 | -6 | -0.1 | -3
CCOC(=O)Cn1c(=NC(C)=O)sc2cccc(F)c21 | 0.6 | 7 | 0.0 | -5
Cc1n[nH]c(C)c1CCC(=O)N1CCC2(CC1)NC(=O)c1cccnc1N2C | 0.5 | -6 | -0.1 | 0
COc1cc([N+](=O)[O-])cc(/C=C2\C(=O)NN(c3ccccc3)C2=O)c1O | -0.1 | 5 | -0.3 | -1
CCOC(=O)c1oc2ccc(CNCCO)c(Cl)c2c1C | -0.5 | -58 | -0.1 | 4
COc1ccccc1C1SC(NC(C)=O)=NN1C(C)=O (centres undefined) | 4.5 | 3 | 0.2 | 5
COc1ccc(NC(=O)CSc2nc3[nH]ncc3c(=O)n2-c2ccc(Cl)cc2)c(OC)c1 | 0.9 | 4 | -0.1 | -6
CCn1c(SCC(=O)N2CCc3ccccc3C2)nc2c1c(=O)n(C)c(=O)n2C | -1.0 | 27 | 1.1 | 15
O=C1NCCN(C/C=C/c2ccccc2)C1CC(=O)N1CCC(N2CCSCC2)CC1 (centres undefined) | -1.2 | 4 | 0.2 | 8
Cc1ccc(C(=O)Nc2cc3cc([N+](=O)[O-])ccc3oc2=O)cc1C | 0.6 | 9 | 0.1 | 12
COCC(C)NC(=O)COc1ccc(Br)cc1 (centres undefined) | -0.2 | 0 | 0.0 | 2
N#Cc1ccccc1Sc1ccccc1C(=O)NCc1ccccn1 | 0.1 | 5 | -0.2 | -2

Next structures.
SMILES | GPR151 activ | TEAD-YAP block | FBW7 activator | MITF primary
O=C1CC2c3ccccc3C1C1C(=O)N(c3ccccc3Cl)C(=O)C21 (centres undefined) | -0.1 | 7 | 0.2 | 8
O=[N+]([O-])c1cc(S(=O)(=O)Nc2cc3c4c(oc3c3ccccc23)CCCC4)ccc1Cl | -0.8 | 2 | 0.0 | 2
Cc1cccc(C2c3[nH]c4ccccc4c3CCN2C(=O)CCn2cnnn2)c1 (centres undefined) | 0.7 | -11 | -0.1 | -4
CC(C)N1CCC(=NNC(=O)c2ccc(C(C)(C)C)cc2)CC1 | 6.7* | 0 | 0.0 | -6
CC(=O)N1CCN(Cc2ccc(Cl)c(Cl)c2)CC1 | 1.0 | -4 | 0.1 | 6
CCCCCCC(C(=O)OC)c1ccnc2nc(N)nn12 (centres undefined) | -1.4 | 6 | 0.3 | 8
COc1ccc(-n2nc(C(=O)NCC(=O)NCc3ccccc3OC)c3ccccc3c2=O)c(OC)c1 | -0.2 | -3 | -0.2 | -18
C=C(C)CSc1nc2c(c(=O)n1C1CCOC(C)(C)C1)C1(CCCCC1)Cc1ccccc1-2 (centres undefined) | -0.9 | -3 | -0.1 | -3
COc1ccc(C2/C(=C(\O)c3ccc(Br)cc3)C(=O)C(=O)N2c2cc(C(C)(C)C)on2)cc1OC (centres undefined) | 1.1 | 2 | 0.1 | 7
N#CC1(C#N)[C@@H]2c3ccccc3C=CN2[C@@H](C(=O)C23CC4CC(CC(C4)C2)C3)[C@@H]1c1ccc(C(F)(F)F)cc1 | 0.2 | 2 | 0.1 | -1
Cc1ccc(NC(NC(=O)c2cccs2)C(=O)c2ccccc2)cc1C (centres undefined) | -1.2 | -9 | 0.2 | 1
CC1=C(C(=O)c2ccccc2)C(c2ccccc2OC(F)F)NC(=O)N1 (centres undefined) | -1.0 | 1 | -0.2 | -1
CC(C)(C)c1ccc(C(=O)NCc2n[nH]c(=S)n2-c2ccc(Cl)c(Cl)c2)cc1 | 0.6 | -3 | 0.0 | 0
O=C(Nc1nc2ccccc2s1)c1cc2ccccc2c(=O)o1 | 0.4 | -9 | 0.2 | 20
O=C(Oc1ccc(C2=CSC3=NCCN23)cc1)c1ccc(F)cc1 | -0.3 | 6 | 0.1 | 3
O=C(Nc1cc(Cl)ccc1Oc1ccc2ccccc2c1Cl)c1cc(Br)cc(Br)c1O | 2.5 | 2 | -0.1 | 0
S=C(Nc1ccccn1)c1sc(N2CCOCC2)nc1-c1cccs1 | 0.7 | -3 | 0.0 | -7
CC(=O)CSc1nc2sc3c(c2c(=O)n1-c1ccccc1)CCCC3 | 1.4 | -4 | 0.1 | -8
Cc1c(NC(=O)c2cccc(Br)c2)cccc1-c1nc2ccccc2o1 | -0.3 | -4 | -0.1 | -1
COCCNC(=S)Nc1ccc(OC)cc1 | 3.7 | -1 | 0.0 | -7

Ordered by number of heavy atoms (descending): 14 of the compounds above.
SMILES | GPR151 activ | TEAD-YAP block | FBW7 activator | MITF primary
N#CC1(C#N)[C@@H]2c3ccccc3C=CN2[C@@H](C(=O)C23CC4CC(CC(C4)C2)C3)[C@@H]1c1ccc(C(F)(F)F)cc1 | 0.2 | 2 | 0.1 | -1
COc1ccc(-n2nc(C(=O)NCC(=O)NCc3ccccc3OC)c3ccccc3c2=O)c(OC)c1 | -0.2 | -3 | -0.2 | -18
COc1ccc(C2/C(=C(\O)c3ccc(Br)cc3)C(=O)C(=O)N2c2cc(C(C)(C)C)on2)cc1OC (centres undefined) | 1.1 | 2 | 0.1 | 7
C=C(C)CSc1nc2c(c(=O)n1C1CCOC(C)(C)C1)C1(CCCCC1)Cc1ccccc1-2 (centres undefined) | -0.9 | -3 | -0.1 | -3
O=[N+]([O-])c1cc(S(=O)(=O)Nc2cc3c4c(oc3c3ccccc23)CCCC4)ccc1Cl | -0.8 | 2 | 0.0 | 2
Cc1cccc(C2c3[nH]c4ccccc4c3CCN2C(=O)CCn2cnnn2)c1 (centres undefined) | 0.7 | -11 | -0.1 | -4
CC(C)(C)c1ccc(C(=O)NCc2n[nH]c(=S)n2-c2ccc(Cl)c(Cl)c2)cc1 | 0.6 | -3 | 0.0 | 0
CC1=C(C(=O)c2ccccc2)C(c2ccccc2OC(F)F)NC(=O)N1 (centres undefined) | -1.0 | 1 | -0.2 | -1
CC(=O)CSc1nc2sc3c(c2c(=O)n1-c1ccccc1)CCCC3 | 1.4 | -4 | 0.1 | -8
O=C(Oc1ccc(C2=CSC3=NCCN23)cc1)c1ccc(F)cc1 | -0.3 | 6 | 0.1 | 3
O=C(Nc1nc2ccccc2s1)c1cc2ccccc2c(=O)o1 | 0.4 | -9 | 0.2 | 20
CCCCCCC(C(=O)OC)c1ccnc2nc(N)nn12 (centres undefined) | -1.4 | 6 | 0.3 | 8
CC(=O)N1CCN(Cc2ccc(Cl)c(Cl)c2)CC1 | 1.0 | -4 | 0.1 | 6
COCCNC(=S)Nc1ccc(OC)cc1 | 3.7 | -1 | 0.0 | -7

(listing goes on)
SMILES | GPR151 activ | TEAD-YAP block | FBW7 activator | MITF primary
Brc1ccc(-c2noc(C3CCCCC3)n2)cc1 | 1.7 | 6 | 0.0 | 4
CCOC(=O)c1[nH]c2ccccc2c1CCCN1C(=O)c2ccccc2C1=O | 0.4 | -3 | 0.0 | -1
CC(=O)Nc1ccc(NC(=O)C2CCN(c3cc(C)nc4ncnn34)CC2)cc1 | -0.6 | -7 | -0.1 | -9
CN(C(=O)COc1ccc(Cl)cc1)c1c(N)n(Cc2ccccc2)c(=O)[nH]c1=O | -0.1 | 0 | -0.1 | -1
COc1cc(OC)cc(-n2nc(C(=O)NC3CCCCCC3)c3ccccc3c2=O)c1 | 0.4 | 3 | 0.8 | 8
O=S(=O)(Cc1ccccc1)N1CCN(c2nc(N3CCCC3)nc(-n3ccnc3)n2)CC1 | -0.2 | 10 | 0.0 | -6
